Screening results deposited in PubChem by several laboratories.
RGS7-Gao reg: regulators of human RGS7-Galphao interaction | AID 1439 | binding response (% of control), % at 10 µM | P09471 | hit rate 0.35% among 220,000 | Multiplexed bead flow cytometry, RGS7-Galphao binding; actives lie on both sides; in the data active = binding response below about 49% or above about 150%; inconclusive = no clear call, values can overlap the other calls; inactive = in between;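 note: fluorescent Galphao held in activated GDP-AlF4 state binding bead-coupled RGS7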
Target sequence (P09471 whole entry, looked up): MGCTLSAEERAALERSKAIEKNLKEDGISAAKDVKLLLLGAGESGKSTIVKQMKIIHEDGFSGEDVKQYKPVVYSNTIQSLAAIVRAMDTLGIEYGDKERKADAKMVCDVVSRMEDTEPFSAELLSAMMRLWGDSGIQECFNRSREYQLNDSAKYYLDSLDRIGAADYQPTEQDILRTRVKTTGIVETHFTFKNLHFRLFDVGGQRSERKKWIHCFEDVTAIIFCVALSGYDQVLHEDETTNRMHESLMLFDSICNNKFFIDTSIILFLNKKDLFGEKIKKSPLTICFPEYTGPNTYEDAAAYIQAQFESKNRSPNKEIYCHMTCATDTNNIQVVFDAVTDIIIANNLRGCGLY
Bcl-2 Bim block: human Bim-Bcl-2 interaction inhibition | P10415 | Bead-based flow cytometry, Bim peptide-Bcl-2 binding | AID 950 | inhibition, % at 10 µM | hit rate 0.06% among 190,000; in the data active = inhibition above about 40%; inconclusive = no clear call, values can overlap the other calls;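 note: 0% = no compound wells with probe peptide and 100% = reference peptide inhibitor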
RGS8-Gao: modulates binding of RGS8 to human Galphao; multiplexed bead flow cytometry; actives lie on both sides; response (percent of control binding), % at 10 µM; hit rate 0.34% among 220,000; AID 1423; in the data active = response below about 60% or above about 140%; inactive = in between;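 note: Galphao activated as the GDP aluminium fluoride complex binding bead-coupled RGS8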
Bcl-XL Bim block: inhibitors of Bim-Bcl-XL interaction, human; Q07817; inhibition, % at 10 µM; hit rate 0.04% among 190,000; Bim peptide-Bcl-XL binding, bead flow cytometry, fluorescence
Bim-Mcl-1: inhibitors of Bim-Mcl-1 interaction, human; inhibition, % at 10 µM; Q07820; hit rate 0.1% among 190,000; AID 1009; Bead-based flow cytometry, Bim peptide-Mcl-1 binding;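 note: 0% = no compound tracer wells and 100% = peptide blocker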
Mcl1 Noxa PPI: disrupts binding of human Mcl-1 to Noxa peptide. Q07820. inhibition, % at 21.7 µM. TR-FRET Mcl-1/Noxa peptide binding, 2 h. hit rate 1.5% among 220,000. AID 1022;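 active = compounds that cut the protein-peptide binding signal by more than 50% relative to plate controls in a single-dose test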;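 note: His-tagged Mcl-1 with rhodamine Noxa BH3 peptide and terbium anti-His antibody; 0% = Mcl-1 plus Noxa peptide wells and 100% = peptide-only wells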
Mcl1-Bid inh: disrupts binding of human Mcl-1 to Bid peptide; Q07820; TR-FRET Mcl-1/Bid-Dy647 peptide binding, 1536-well; inhibition, % at 21.7 µM; hit rate 0.97% among 220,000;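 active = compounds that cut the binding signal by more than half at the single screening dose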;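 note: His-tagged Mcl-1 with europium anti-His antibody binding Bid BH3 peptide; 0% = Mcl-1 plus peptide wells and 100% = peptide-only wells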
Bcl-B Bim block: disrupts Bim peptide binding to human Bcl-B; Q9HD36; bead-based flow cytometry; inhibition, % at 10 µM; hit rate 0.073% among 190,000; AID 951;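 note: 0% = tracer peptide without compound and 100% = reference inhibitor peptide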
Target sequence (Q9HD36 whole entry, looked up): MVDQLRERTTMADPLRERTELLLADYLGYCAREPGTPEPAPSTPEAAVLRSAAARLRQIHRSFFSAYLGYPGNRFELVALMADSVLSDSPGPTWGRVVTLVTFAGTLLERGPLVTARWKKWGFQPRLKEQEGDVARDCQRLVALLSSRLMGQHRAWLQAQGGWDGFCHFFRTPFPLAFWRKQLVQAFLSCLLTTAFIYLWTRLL
RGS4-Gao reg: human RGS4-Galphao interaction regulation; P09471; Multiplexed bead flow cytometry, RGS4-Galphao binding; actives lie on both sides; binding response (% of control), % at 10 µM; hit rate 0.33% among 220,000; AID 1415; in the data active = binding response below about 49% or above about 150%; inactive = in between;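 note: fluorescent Galphao activated with aluminum fluoride binding bead-coupled RGS4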
Bim-Bcl-W: inhibitors of Bim-Bcl-W interaction, human. Q92843. bead-based flow cytometry, Bim peptide-Bcl-W binding. inhibition, % at 10 µM. hit rate 0.02% among 190,000. AID 952;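 note: 0% = bound tracer without compound and 100% = peptide blocker; higher means less fluorescent Bim peptide bound to Bcl-W beads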
Bim-Bfl-1: disrupts Bim binding to human Bfl-1; inhibition, % at 10 µM; AID 1008; hit rate 0.12% among 190,000; Q16548; Bead-based flow cytometry, Bim-Bfl-1 binding inhibition;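 note: 0% = wells without compound plus tracer and 100% = blocker peptide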
* marks the source's active call; other numbers are inactive results; ? = inconclusive; nt = no result given. Cut-off read from the data, not from the text of the source, unless noted: active = inhibition above about 40%. Random draw from the library. Share with any hit: about 2.7%.

# | compound | RGS7-Gao reg | Bcl-2 Bim block | RGS8-Gao | Bcl-XL Bim block | Bim-Mcl-1 | Mcl1 Noxa PPI | Mcl1-Bid inh | Bcl-B Bim block | RGS4-Gao reg | Bim-Bcl-W | Bim-Bfl-1
1 | COC(=O)c1ccccc1NC(=O)CSc1nnc(-c2cccnc2)n1C | 95 | -17 | 94 | -3 | -2 | -2 | -3 | -2 | 89 | -4 | -4
2 | CCN1CCN(CCn2c(=S)[nH]c3cc4c(cc3c2=O)OCO4)CC1 | 90 | -2 | 82 | -5 | -4 | 23 | -91 | -4 | 82 | -2 | -3
3 | Cc1cc(/N=C/C=C2\N(C)c3ccccc3C2(C)C)n(CCC#N)n1 | 103 | -6 | 101 | -4 | 0 | -5 | -6 | -6 | 103 | 0 | -14
4 | Cc1c(Br)c([N+](=O)[O-])nn1CC(=O)NCCc1ccc(Cl)cc1 | 100 | 0 | 99 | 3 | -3 | 1 | -15 | 1 | 98 | 8 | 6
5 | CCOc1ccc(OCCOCCOc2ccccc2Cl)cc1 | 99 | 18 | 104 | 29 | 22 | -21 | -12 | 14 | 98 | 18 | 26
6 | COc1ccc2c(c1)c(CCN1C(=O)c3ccccc3C1=O)cn2C(=O)c1ccco1 | 104 | -2 | 101 | -5 | -3 | -7 | -12 | -7 | 104 | 0 | -1
7 | CCN(CC)S(=O)(=O)c1ccc(-c2nnc(SCC(=O)N3CCOCC3)o2)cc1 | 102 | -16 | 105 | -9 | -6 | -1 | -2 | -12 | 105 | -6 | -20
8 | COc1ccc(-c2cn3cc(C)ccc3n2)cc1Br | 96 | -1 | 99 | -5 | -2 | 24 | -20 | -1 | 98 | -3 | -1
9 | Cc1ccccc1NC(=O)c1ccc(F)c(S(=O)(=O)N2CCN(c3ccccn3)CC2)c1 | 80 | -4 | 89 | -3 | -2 | 0 | -3 | -1 | 81 | 0 | -4
10 | COc1cccc(NC(=O)CCN2C(=O)c3ccccc3S2(=O)=O)c1 | 97 | -8 | 98 | -1 | 1 | 11 | -22 | -7 | 99 | 1 | -6
11 | N#Cc1ccccc1Sc1ccccc1C(=O)OCC(=O)NC1CCCCC1 | 100 | -3 | 100 | -2 | -3 | 12 | -32 | -2 | 98 | -1 | -1
12 | O=C(OCC#CCSc1nnc(-c2cccc3ccccc23)o1)c1cccs1 | 94 | 0 | 98 | 1 | 1 | 9 | -45 | 4 | 95 | 4 | 5
13 | CC(=O)C1=C(O)C(=O)OC1c1ccc(Cl)cc1 (centres undefined) | ? | nt | 92 | nt | nt | 9 | -41 | nt | 92 | nt | nt
14 | CCCCNC(=S)NC(C)(C)CO | 102 | -3 | 100 | -7 | -1 | -2 | -36 | -6 | 101 | -1 | -5
15 | O=C(COc1ccccc1Cl)NCCc1ccc2c(c1)OCCO2 | 104 | -4 | 100 | -7 | -4 | 2 | 6 | -3 | 101 | -7 | 0
16 | Cc1ccc(C(=O)NCCN2CCOCC2)cc1Cl | 106 | 6 | 128 | -3 | -2 | -7 | -16 | -2 | 109 | -9 | -2
17 | Cc1cccc(N2CCN(C(=O)CC(NC(=O)c3ccccc3)c3ccccc3)CC2C)c1 (centres undefined) | 102 | -8 | 101 | -8 | -6 | -1 | -51 | -14 | 102 | -5 | -13
18 | CCCCn1nnnc1SCC(=O)Nc1ccc(N(C)C)cc1 | 102 | 0 | 103 | -2 | 0 | 20 | -34 | -3 | 102 | 0 | -3
19 | CC1(C(=O)O)CCC(C(=O)Nc2ccc(S(N)(=O)=O)cc2)C1(C)C (centres undefined) | 102 | 3 | 107 | 2 | 2 | 24 | 19 | 3 | 100 | 8 | 3
20 | O=C(CCCSc1ccccc1)Nc1nc(-c2ccco2)c(-c2ccco2)s1 | 99 | 4 | 102 | -1 | -1 | 52* | -6 | 0 | 98 | 4 | 18
21 | CCOc1cccc2cc(C(=O)Nc3ccccc3-c3ccccc3)c(=O)oc12 | 81 | 0 | 82 | -1 | -3 | -4 | -7 | -1 | 84 | -2 | 1

Quoted from the listing:
entry 13 | RGS8-Gao: 92
entry 6 | RGS7-Gao reg: 104
entry 20 | Mcl1-Bid inh: -6
entry 9 | Mcl1 Noxa PPI: 0

Complete entries, quoted from the list.
`N#Cc1ccccc1Sc1ccccc1C(=O)OCC(=O)NC1CCCCC1` reads RGS7-Gao reg: 100; Bcl-2 Bim block: -3; RGS8-Gao: 100; Bcl-XL Bim block: -2; Bim-Mcl-1: -3; Mcl1 Noxa PPI: 12; Mcl1-Bid inh: -32; Bcl-B Bim block: -2; RGS4-Gao reg: 98; Bim-Bcl-W: -1; Bim-Bfl-1: -1
`CCCCn1nnnc1SCC(=O)Nc1ccc(N(C)C)cc1` reads RGS7-Gao reg: 102; Bcl-2 Bim block: 0; RGS8-Gao: 103; Bcl-XL Bim block: -2; Bim-Mcl-1: 0; Mcl1 Noxa PPI: 20; Mcl1-Bid inh: -34; Bcl-B Bim block: -3; RGS4-Gao reg: 102; Bim-Bcl-W: 0; Bim-Bfl-1: -3

Structures listed so far with a cyano group, in the order listed:
# | compound | RGS7-Gao reg | Bcl-2 Bim block | RGS8-Gao | Bcl-XL Bim block | Bim-Mcl-1 | Mcl1 Noxa PPI | Mcl1-Bid inh | Bcl-B Bim block | RGS4-Gao reg | Bim-Bcl-W | Bim-Bfl-1
3 | Cc1cc(/N=C/C=C2\N(C)c3ccccc3C2(C)C)n(CCC#N)n1 | 103 | -6 | 101 | -4 | 0 | -5 | -6 | -6 | 103 | 0 | -14
11 | N#Cc1ccccc1Sc1ccccc1C(=O)OCC(=O)NC1CCCCC1 | 100 | -3 | 100 | -2 | -3 | 12 | -32 | -2 | 98 | -1 | -1
